Hep lipid drop: hepatic lipid droplet formation modulation | AML12 mouse hepatocytes, oleate lipid droplets, BODIPY imaging | inhibition, % at 6.5 µM | actives 0.4% (n = 240,000) | AID 1656;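 active = lipid droplet intensity inhibited by at least 50%, with more than 500 cells counted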
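Technique: fluorescence imaging, 20x objective, two fields per well / Assay system: AML12 hepatocytes (mouse) / Measure: % inhibition of lipid droplet signal / Doses: 6.5 µM single-point dosing / Incubation: overnight exposure / Reagent: 100 µM oleic acid challenge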
Insulin prom up: MIN6 insulin promoter up-regulation; MIN6 insulin promoter-GFP reporter, high-content imaging; active compounds read high; z-score at 5 µM; actives 0.3% (n = 190,000);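 active = z-score above 3 at 5 µM with at least 500 cells counted in the well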
b-catenin transl: beta-catenin nuclear translocation modulation; HeLa beta-catenin nuclear translocation, immunofluorescence imaging; nuclear translocation activity, % at 5 µM; actives 0.3% (n = 190,000); AID 1665;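 active = nuclear translocation activity above 50% at 5 µM, with a well cell count of 50 or more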;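 note: per-cell ratio of nuclear to cytoplasmic median beta-catenin stain intensity; plate controls were DMSO negative control for no effect and GSK-3 inhibitor IX positive control for full effect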
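Test system: human HeLa cell line; Doses: 5 µM primary, 0.02–20 µM confirmation; Incubation: 24 h compound exposure, 37°C; Detection: beta-catenin immunofluorescence imaging with DAPI; Read-out: beta-catenin nuclear/cytoplasmic ratio, % activation.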
T cell HTS: T cell immune modulation candidate. 2C CD8+ T cell-vesicle binding, flow cytometry; active compounds read low. calls only at 7 µM. actives 0.068% (n = 330,000). AID 2052;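 active = response, share of CD8 T cells binding vesicles, and their 90th percentile fluorescence all below set limits, cut at about 80% in these data, passing the limit was not always enough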
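Incubation: binding step 1.5 h, 37 °C, antibody labelling 20 min, ice; system: murine 2C transgenic CD8+ T lymphocytes; technique: cytometric PE anti-B7-1 and Alexa647 anti-CD8 signals after 1% paraformaldehyde fixation; also added: QL9-charged Drosophila Ld/ICAM-1/B7-1 vesicles; control set: naked versus QL9-loaded vesicles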
Autophagy mod: modulators of autophagy; MEF GFP-LC3 puncta imaging; test concentration mostly 10 µM; calls only at 10 µM (by protocol); actives 0.98% (n = 190,000); AID 463193;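 active = percentage of spot-positive cells more than 3 SD above its plate mean, without a fluorescence outlier flag or 80% toxicity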;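 note: spot-positive cell cutoff set from DMSO-treated cells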
PhoP inhibition: PhoP-dependent GFP reporter repression – Salmonella Typhimurium, primary screen (AID 1863); S. Typhimurium PhoP-regulated promoter GFP reporter, 4 h; higher % means a stronger effect; one-dose inhibition, % at 50 µM; IC50 in µM for titrated hits; actives 0.16% (n = 300,000);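 active = inhibition over 29.93%, a cutoff 3 SD above the screen mean, later confirmed by dose response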;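 note: 0% = low Mg2+ inducing control and 100% = high Mg2+ repressing control; strong numbers were not always called active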
MT stabilizer: stabilizes microtubules in HeLa cells; AID 2205; actives 0.83% (n = 200,000); % tubulin-high responders, % at 10 µM; HeLa tubulin immunostaining HCS, 24 h; share of cells brighter than vehicle mean+2SD;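 active = plate Z-score above 3 for both tubulin-high and condensed-nucleus cell shares, with cell loss under 80%, at 10 µM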;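 note: anti alpha tubulin signal scored within the nucleus-defined area of each cell; some results filed as inactive read as strong as hits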
Dynein transport: blocks dynein driven cargo transport along microtubules. 3617.4 mouse cells, GR-EGFP nuclear translocation imaging; test concentration mostly 20 µM; stimulated with dexamethasone, 1 µM; active compounds read low. z-score, hits read low. actives 0.47% (n = 220,000). AID 1381;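 active = plate z-score of nuclear minus cytoplasmic receptor signal below a set negative limit, without overly bright fluorescence or cell loss, cut at about -3.5 in these data, passing the limit was not always enough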;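 note: z-score of nuclear minus cytoplasmic ring GR-EGFP intensity difference per well; some compounds called inactive have numbers as strong as hits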
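Schedule: 48 h induction, then 1 h compound, then 30 min agonist, 37 °C. Buffer or medium: tetracycline-free induction medium containing charcoal-stripped FBS. Reagent: 1.0 µM final dexamethasone stimulus. Evaluation: nuclear versus cytoplasmic GR-EGFP signal, averaged per well. Signal: high-content fluorescence imaging after fixation.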
CSM14.1 death rescue: rescue of cells from ER stress-induced death, primary screen, 384-well, CSM14.1, thapsigargin, ATP luminescence (AID 1222) | CSM14.1 thapsigargin-induced death rescue, ATP luminescence; higher % means a stronger effect | one-dose cellular ATP content (survival), % at 20 µM; EC50 in µM for titrated hits | 190,000 tested, under 10 active;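 active = EC50 below 50 µM in the dose-response confirmation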;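 note: death triggered by thapsigargin at about 15 µM added after 2 h compound pretreatment; cell ATP read after overnight thapsigargin exposure of roughly 18 to 22 hours; normalized against plate controls of thapsigargin alone and 5% DMSO vehicle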
Dynein transport cytoplasmic EGFP: further read-out of Dynein transport, marked with its call; z-score; measured here: cytoplasmic GR-EGFP intensity; active compounds read high
Dynein transport nuclear GR-EGFP: second read-out of Dynein transport, no call of its own (marks repeat the call); z-score; measured here: nuclear GR-EGFP intensity;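 lower value marks the stronger effect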
Dynein transport cell count: second read-out of Dynein transport, no call of its own (marks repeat the call); z-score; measured here: cell count per field
Insulin prom up cell count: also measured in Insulin prom up; calls as there; cell count; measured here: cytotoxicity, nuclei count;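 total cells summed across four imaged fields per well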
Hep lipid drop cells 6.5 µM: further read-out of Hep lipid drop, marked with its call; cell count; measured here: cell count, cytotoxicity flag;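 cells counted across two imaged fields per well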
b-catenin transl cell count 5 µM: recorded beside b-catenin transl, whose call it bears; cell count; measured here: cell count, cytotoxicity flag
T cell HTS vesicle-bound %: also measured in T cell HTS; calls as there; double positive events, %; measured here: CD8+ vesicle-bound cell fraction;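 binding gate set so that unloaded-vesicle control wells show 10% double positive cells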
MT stabilizer Hoechst-high %: also measured in MT stabilizer; calls as there; % Hoechst-high responders; measured here: nuclear condensation Hoechst responders;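 share of cells brighter than vehicle mean plus two SD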
MT stabilizer cytotoxicity %: second read-out of MT stabilizer, no call of its own (marks repeat the call); toxicity, %; measured here: cytotoxicity by cell density;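 0% = mean cell density of plate MIN control wells and 100% = no cells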
Autophagy mod cell loss 18 h: second read-out of Autophagy mod, no call of its own (marks repeat the call); toxicity, %; measured here: cell loss, nuclei count;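 cell loss after 18 h compound exposure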
Starred values were filed as active, the others as inactive; i = inactive; · = no result given. Rows are unselected; overall some 3% were active at least once.

SMILES	Hep lipid drop	Hep lipid drop cells 6.5 µM	Insulin prom up	Insulin prom up cell count	b-catenin transl	b-catenin transl cell count 5 µM	T cell HTS	T cell HTS vesicle-bound %	Autophagy mod	Autophagy mod cell loss 18 h	PhoP inhibition	MT stabilizer	MT stabilizer Hoechst-high %	MT stabilizer cytotoxicity %	Dynein transport	Dynein transport cytoplasmic EGFP	Dynein transport nuclear GR-EGFP	Dynein transport cell count	CSM14.1 death rescue
CC[C@H](C)[C@H](NC(N)=O)C(=O)Nc1ccccc1F	-1	648	0.28	1199	-0.7	1112	i	54	i	0	-7%	1.3	1.9	2.5	-0.22	-0.29	0.046	0.038	0.1%
S=c1[nH]nc(-c2ccccc2)c2ccccc12	8	624	-0.09	1433	1.1	1407	i	58	i	-10	2%	2.4	1.4	3.4	1	-0.22	0.97	-0.81	0.0%
CCOC(=O)CSc1nc2ccccc2c(=O)[nH]1	-3	627	0.63	1789	-1.5	1104	i	33	i	-5	9%	4.2	3.8	9.7	-0.22	-0.17	0.082	0.21	-2.7%
COc1ccccc1-c1cc(C(=O)Nc2sc3c(c2C#N)CCC(C)C3)c2ccccc2n1 (stereo unspecified)	-1	743	-0.93	834	-1.3	1207	i	56	i	30	1%	3.3	1.3	6.8	0.31	-0.24	0.39	-0.051	-1.9%
O=C(CC1C(=O)NCCN1C(=O)c1ccc(F)cc1)OCc1ccccc1 (stereo unspecified)	13	794	-0.69	1297	0.8	971	i	43	i	-1	-1%	3.1	0.5	23	0.17	-0.23	0.27	0.22	-2.5%
CC(C)(C)NC(=O)C(c1ccc(O)cc1)N(Cc1ccco1)C(=O)Cn1nnc(-c2cccs2)n1 (stereo unspecified)	2	728	·	·	-0.1	554	i	22	i	2	-4%	3.1	1.5	8.5	-0.2	-0.17	-0.49	-1	-2.0%
COc1ccccc1N1CCN(C(=O)c2nn(-c3ccccc3OC)c(=O)c3ccccc23)CC1	-13	747	-0.75	1255	-1.2	1053	·	·	i	16	-4%	3.6	2.1	6.6	0.086	-0.28	0.18	1.2	-0.6%
O=S(=O)(Nc1c(S(=O)(=O)c2ccccc2)c2nc3ccccc3nc2n1C1CCCCC1)c1ccccc1	-4	625	-0.25	1272	·	·	i	46	i	4	1%	5.2	1.8	8.9	0.74	-0.029	0.21	-0.62	-2.1%
COc1ccc(Oc2nc(C)nc3c2oc2ccccc23)cc1	·	·	0.28	1456	-2.4	942	i	39	i	-8	10%	3.9	2.7	12	0.21	-0.4	0.0036	0.32	-2.3%
Cc1nc(/N=C\N(C)C)sc1C(=O)Nc1ccccc1	1	645	·	·	·	·	i	34	i	2	6%	2.2	2.1	6.8	-0.9	-0.2	-0.36	0.012	·
O=C(/C=C/c1ccc(F)cc1)Nc1nc2ccccc2[nH]1	27	712	0.1	1229	-1.8	493	i	48	i	-6	-11%	1.6	1.6	4.4	-0.13	-0.25	0.029	0.44	-3.0%
O=C(COC(=O)Cc1ccccc1F)Nc1cccc(S(=O)(=O)NC2=NCCCCC2)c1	-18	674	-0.41	1148	-3.5	1145	i	44	i	0	4%	2.3	3.0	4.1	-1	-0.34	-0.57	0.55	0.0%
O=C(CS(=O)(=O)c1ccccc1)Nc1ccc(N2CCOCC2)cc1	10	619	-0.49	1455	1.2	1517	i	28	i	2	-2%	3.0	1.1	8.7	-0.43	-0.2	-0.11	0.52	-1.2%
CSc1nnc(C)c(/C=C/NOCc2cccc(F)c2)n1	0	662	0.55	1508	-2.7	970	i	40	i	29	-11%	2.3	2.5	8.4	-1.2	0.21	-0.53	0.4	-2.4%
C=CCN(c1ccc(C(=O)Nc2cccc([N+](=O)[O-])c2)cc1)S(C)(=O)=O	5	699	-0.77	1519	-2.2	1050	i	22	i	13	-6%	2.2	2.0	2.0	-0.83	-0.22	-0.31	0.68	1.8%
O=C1CC(c2cccc(Cl)c2)CC(O)=C1C=NC1CCCC1 (stereo unspecified)	·	·	0.08	1276	-2.8	630	i	30	i	-3	-3%	2.0	2.3	10	-0.49	-0.022	-0.53	0.72	-1.0%
CC(C)(C)C(=O)Nc1cc(C(F)(F)F)ccc1-n1ccnc1	3	672	-0.42	1175	7.3	939	i	30	i	-6	-4%	2.8	1.9	6.1	-0.034	-0.28	0.6	-1.1	0.5%
Cc1nc2sc(C(c3ccc(Br)cc3)N3CC(C)OC(C)C3)c(O)n2n1 (stereo unspecified)	3	653	0	1154	0.4	887	i	50	i	13	-4%	3.8	2.0	8.1	0.24	-0.29	-0.021	1.7	·
COc1ccc(C2Nc3ccccc3C(=O)N2NC(C)=O)cc1OC (stereo unspecified)	2	736	-0.46	1278	-0.5	1144	i	4	i	-2	1%	1.6	1.8	4.0	-0.92	-0.25	-0.65	1	-0.7%
CC(=O)c1c(N2CCCC2)[nH]c(-c2ccccc2)nc1=S	-30	688	1.6	951	·	·	i	41	i	-4	-4%	3.7	1.8	18	0.26	0.1	0.0069	0.18	0.7%
O=C(CCN1C(=O)c2ccccc2C1=O)N1CCN(c2ccccc2)CC1	·	·	·	·	-0.5	1182	i	56	i	5	-8%	3.9	2.5	7.6	0.19	-0.17	0.42	0.37	-0.7%
O=C(c1ccccc1NS(=O)(=O)c1ccc(Br)s1)N1CCOCC1	-8	742	·	·	·	·	i	52	i	0	-12%	2.5	0.9	30	-0.28	-0.058	0.4	-0.27	-2.0%
O=C(COC(=O)C12CC3CC(CC(C3)C1)C2)Nc1ccccc1F	12	741	-0.36	1190	-1.2	448	i	21	i	-52	5%	2.1	2.3	5.5	-0.76	-0.27	0.43	0.31	11%
O=C1ON=C(c2ccccc2)/C1=C/c1ccc(OS(=O)(=O)c2ccccc2)cc1	1	655	-0.04	1337	5.2	519	i	37	i	-7	16%	3.7	2.1	13	-4*	0.43*	-2.2*	1.8*	-0.2%
COc1cccc(C(=O)NCc2ccc(-c3nc4ccccc4s3)cc2)c1	10	756	-0.11	871	2.6	1193	i	56	i	33	7%	2.8	1.3	10	-1.8	0.18	-0.64	5.1	0.0%
Following part.
SMILES	Hep lipid drop	Hep lipid drop cells 6.5 µM	Insulin prom up	Insulin prom up cell count	b-catenin transl	b-catenin transl cell count 5 µM	T cell HTS	T cell HTS vesicle-bound %	Autophagy mod	Autophagy mod cell loss 18 h	PhoP inhibition	MT stabilizer	MT stabilizer Hoechst-high %	MT stabilizer cytotoxicity %	Dynein transport	Dynein transport cytoplasmic EGFP	Dynein transport nuclear GR-EGFP	Dynein transport cell count	CSM14.1 death rescue
CCN(c1ccccc1)c1cc(C)nc2nc(C)nn12	8	745	0.39	1113	5.4	1084	i	63	i	-8	-6%	3.1	2.9	6.1	-0.98	-0.13	-0.17	0.41	-0.8%
O=C(/C=C/c1ncc(C(F)(F)F)cc1Cl)OCc1ccccc1	-8	647	0.85	1831	-0.2	1096	i	3	i	17	6%	2.6	1.6	4.9	0.26	-0.22	-0.069	0.2	-3.7%
Cc1cccc(CCNC(=O)CCNC(=O)Cn2ccc3ccccc3c2=O)c1	15	667	1.1	1444	-2.5	1059	i	42	i	8	7%	3.1	2.3	2.0	0.86	-0.13	1.4	-1.3	-0.2%
COc1ccccc1-c1nc2n(n1)C(c1ccccc1Cl)C(C(N)=O)=C(C)N2 (stereo unspecified)	·	·	1.2	866	-0.4	1103	i	30	i	10	15%	5.2	2.2	2.4	-0.97	-0.24	-0.47	0.36	0.0%
Cn1c2ccc(F)cc2c2ncn(CC3CCCO3)c(=O)c21 (stereo unspecified)	12	711	-1.4	1308	-1.6	1118	i	44	·	·	-13%	·	·	·	0.046	-0.22	-0.03	-0.033	·
CCCC/C=C1\CCc2c([nH]c3ccccc23)C1=O	-2	765	-0.82	1392	1.9	961	i	41	i	-9	1%	5.0	4.1	2.4	-0.4	-0.12	-0.0029	0.23	0.7%
COCCNC(=O)c1ccccc1NC(=O)CCSc1ccccc1	-2	675	-0.14	1421	-1.8	1043	i	25	i	8	-9%	3.9	1.8	11	0.99	-0.28	0.53	-0.12	-1.3%
O=C(Nc1ccn(-c2ccccc2)n1)c1ccc(S(=O)(=O)N2CCCCCC2)cc1	·	·	-1.8	1152	-9.2	1016	i	19	i	13	-7%	3.7	2.5	3.9	-1	0.1	-0.26	1.1	3.1%
Cc1nc(-c2cccc(C(F)(F)F)c2)sc1C(=O)O	-1	619	-0.38	1497	1.1	1420	i	32	i	-3	-7%	1.4	1.4	2.8	-0.45	-0.15	-0.045	0.063	0.4%
